# High-throughput results as filed in PubChem BioAssay.
# p97 inhibitor = blocks human p97 ATPase activity; 220,000 tested, 0.42% active; P55072; inhibition, % at 8 µM; recombinant p97 ATPase, Kinase-Glo ATP luminescence, 3 h; in the data active = inhibition above about 15%;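 note: 0% = DMSO vehicle and 100% = wells lacking enzyme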
# FXIa inh = inhibitors of human coagulation factor XIa. purified FXIa, Boc-Glu-Ala-Arg-AMC fluorogenic substrate. 220,000 tested, 0.14% active. AID 798. P03951. inhibition, % at 5 µM;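 active = inhibition of at least 40%; inactive = inhibition below 40%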;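 note: fluorescence of freed AMC excited at 355 nm; 0% = enzyme without compound and 100% = no enzyme blank; many of its hits are not listed in these tables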
# FXIIa inh 1536 = blocks human coagulation factor XIIa protease activity. P00748. purified FXIIa, Boc-QGR-AMC fluorogenic substrate, 2 h. inhibition, % at 5 µM. 220,000 tested, 0.3% active; in the data active = inhibition above about 40%;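 note: 0% = enzyme with no compound and 100% = blank without enzyme; many of its hits are not listed in these tables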
# Target sequence (P00748 20-372 limits assumed): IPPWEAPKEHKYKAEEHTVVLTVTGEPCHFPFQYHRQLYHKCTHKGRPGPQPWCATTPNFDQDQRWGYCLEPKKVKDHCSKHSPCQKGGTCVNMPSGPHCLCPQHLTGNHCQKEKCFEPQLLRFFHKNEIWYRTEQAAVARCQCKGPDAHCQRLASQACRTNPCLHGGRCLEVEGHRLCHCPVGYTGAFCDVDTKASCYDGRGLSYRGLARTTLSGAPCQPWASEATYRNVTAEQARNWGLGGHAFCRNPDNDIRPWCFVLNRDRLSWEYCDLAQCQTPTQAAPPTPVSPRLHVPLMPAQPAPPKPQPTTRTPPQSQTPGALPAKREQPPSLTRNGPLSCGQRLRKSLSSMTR
# Target sequence (P00748 373-615 limits assumed): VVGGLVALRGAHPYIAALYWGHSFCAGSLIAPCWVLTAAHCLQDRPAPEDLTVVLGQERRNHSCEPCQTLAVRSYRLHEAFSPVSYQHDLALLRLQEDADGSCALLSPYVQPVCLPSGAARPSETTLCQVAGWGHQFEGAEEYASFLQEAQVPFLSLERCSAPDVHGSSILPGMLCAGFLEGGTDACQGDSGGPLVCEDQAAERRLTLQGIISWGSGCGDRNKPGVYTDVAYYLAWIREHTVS
# KLK5 inh = kallikrein 5 (human) inhibition | recombinant hK5, fluorogenic AMC substrate cleavage | inhibition, % at 5 µM | 210,000 tested, 0.59% active | AID 873;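 active = inhibition of 40% or more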;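 note: 0% = enzyme controls without compound and 100% = no-enzyme blanks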
# Rad51 HR inh = blocks human Rad51 in homologous recombination | Q06609 | hRad51 DNA strand exchange, fluorescence dequenching | inhibition, % at 10 µM | 200,000 tested, 0.085% active;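 active = inhibition above 40% at the single screening dose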;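 note: 0% = DMSO control wells and 100% = blanks with heterologous ssDNA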
#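 Test system – preformed human Rad51 ssDNA filaments · Reagent – Donor/quencher-labelled 47-bp dsDNA substrate · Incubation – 37 °C 15-min filament assembly, 30-min compound preincubation, 15-min exchange · Signal – FRET fluorescence dequenching, excitation 485 nm, emission 520 nm · Read-out – percent inhibition from fluorescence, normalised to plate control and blank means · Benchmarks – plate control and blank wells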
# eIF4E 4G PPI = blocks eIF4E binding to eIF4G. P63073+Q04637. TR-FRET eIF4E-eIF4GI(517-606) binding, 2 h. inhibition, % at 21.7 µM. 220,000 tested, 0.37% active. AID 782;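 active = inhibition above about 30%, limit read from the data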;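 note: 0% = full FRET control wells and 100% = background wells lacking eIF4GI fragment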
# Mdm2 ligase inh = Mdm2 E3 ligase (human) inhibition; Q00987; cell-based MDM2 ubiquitination luciferase reporter, 2 h; 0 = plate control, 100 = twice control, blank-subtracted; signal enhancement, % at 5 µM; 210,000 tested, 0.11% active; AID 1230;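 active = signal enhancement of 30% or more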;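 note: luminescence tracks abundance of the self-degrading MDM2-luciferase fusion protein; higher signal means inhibition of MDM2 E3 ligase activity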
# Target sequence (Q00987 whole entry, looked up, the tested form may be a part): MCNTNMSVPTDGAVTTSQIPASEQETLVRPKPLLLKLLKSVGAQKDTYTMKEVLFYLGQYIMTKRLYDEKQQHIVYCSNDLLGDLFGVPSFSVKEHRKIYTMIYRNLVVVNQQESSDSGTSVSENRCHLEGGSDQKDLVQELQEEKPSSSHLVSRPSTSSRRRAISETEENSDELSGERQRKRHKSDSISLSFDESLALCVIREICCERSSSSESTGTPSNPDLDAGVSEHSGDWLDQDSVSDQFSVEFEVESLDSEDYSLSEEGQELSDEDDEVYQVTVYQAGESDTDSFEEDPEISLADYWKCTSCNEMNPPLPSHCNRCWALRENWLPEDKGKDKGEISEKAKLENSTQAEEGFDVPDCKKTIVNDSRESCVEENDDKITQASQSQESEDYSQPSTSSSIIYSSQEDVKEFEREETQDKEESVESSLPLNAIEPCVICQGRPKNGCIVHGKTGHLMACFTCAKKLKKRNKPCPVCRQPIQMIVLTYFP
#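 Assay system: stable mammalian line carrying autodegrading MDM2–luciferase fusion reporter; amount: 2000 cells seeded into each well; buffer or medium: DMEM; benchmarks: plate control and blank wells; signal: luciferase luminescence; timing: 2 h compound exposure at 37 °C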
# Wee1 degr inh = blocks degradation of human Wee1 kinase. P30291. HeLa Luc-Wee1K328M stability, luciferase luminescence; 100% = proteasome inhibitor MG132 effect. AID 1321. 220,000 tested, 1.2% active. reporter increase, % at 5 µM;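 active = activation above the mean of all tested compounds plus 3 SD, set per screening run, cut at about 8.8% in these data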;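 note: cells exposed to compound for 20 h before luminescence read; 0% = DMSO alone and 100% = MG132 at 30 µM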
# 14-3-3 Bad PPI = disrupts binding of bovine 14-3-3 zeta to phospho-Bad peptide; P63103; TR-FRET 14-3-3zeta/Dy647-pBad peptide displacement, 1 h; inhibition, % at 21.7 µM; 220,000 tested, 0.71% active;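 active = inhibition above about 70%, limit read from the data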;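 note: 0% = full 14-3-3 plus peptide FRET controls and 100% = background without 14-3-3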
# An asterisk follows results filed as active; nt = not tested or not shown; [ ] = another dose, or the depositor's remark.
SMILES	p97 inhibitor	FXIa inh	FXIIa inh 1536	KLK5 inh	Rad51 HR inh	eIF4E 4G PPI	Mdm2 ligase inh	Wee1 degr inh	14-3-3 Bad PPI
CCOC(=O)C1=C(N)c2ccccc2CC1C1CCCC1 (stereo not drawn)	-0.2	-1.4	3.3	-0.3	0.9	1.4	-13.7	-3.7	-4.8
O=C(COc1ccc(Br)cc1)NCCO	6.8	3.4	11.1	-9.9	3.2	-0.9	-8.7	-0.1	-2.8[fluorescence artefact?]
O=C(O)/C=C/c1cccnc1	-7.0	5.2	6.3	-8.8	5.6	-1.3	-4.0	-1.5	4.8
CCCOc1ccc(-c2cn3ccccc3n2)cc1	-10.1	-8.1	1.4	-8.6	2.5	3.5	-78.1	-2.2	0.9
CCN(Cc1ccccc1)C(=O)COC(=O)c1cc(Cl)nc(Cl)c1	-6.2	6.2	nt	-1.1	-7.6	-0.8	-1.8	-1.3	1.4
CC(C)NC(=O)C1CCN(C2CCN(Cc3ccc4cccc(F)c4n3)CC2)CC1	6.4	-0.7	6.8	nt	-20.5	1.4	-13.0	0.8	-9.3
Cc1ccc(CNC(=O)c2ccccc2N)cc1	1.1	-3.0	5.7	-23.6	-6.7	2.8	-6.0	2.0	4.0
Cc1c(N(C(=O)Nc2ccccc2)C2=NCC(C)S2)c(=O)n(-c2ccccc2)n1C (stereo not drawn)	-1.6	4.1	6.8	2.6	-14.0	3.3	-4.2	-1.2	-16.2
CCC1=NN2C(=N)/C(=C\c3ccc(SCc4ccco4)o3)C(=O)N=C2S1	5.2	-1.3	13.7	-1.1	-82.7	1.5[fluorescence artefact?]	-0.6	5.8	-1.3[fluorescence artefact?]
C#Cc1ccc([C@@H]2C=C(C(=O)O)O[C@H](OCCCCO)C2)cc1	3.8	3.5	13.5	5.6	6.1	2.5	nt	-2.1	4.0
Cn1c(Cn2c(C(F)(F)F)nc3ccccc32)nc2ccccc21	-0.5	-5.5	15.1	-20.5	-0.5	10.3	-21.9	-2.0	3.1
CNC(=S)Nc1ccc(OC)c(OC)c1	5.4	1.5	12.7	6.9	1.0	2.2	2.5	0.6	-8.4
Cn1c(SCC(=O)N(C2CCCCC2)C2CCCCC2)nnc1-c1cccs1	-7.7	-6.2	-10.6	20.1	1.4	0.1	-23.9	-0.9	2.4
COc1ccc(CNC(=O)Cc2c(C(=O)O)[nH]c3ccccc23)cc1	3.6	3.3	17.7	30.9	5.4	-7.6	2.0	1.2	21.4
O=C(CSCc1ccccc1)Nc1ccc2c(c1)OCO2	2.4	-6.8	-3.1	-15.7	3.4	-6.0[fluorescence artefact?]	-18.5	12.1*	-1.5[fluorescence artefact?]
Cc1cc(C)cc(NC2=CC(=O)CC(c3ccco3)C2)c1 (stereo not drawn)	1.6	-14.3	3.2	-6.7	-2.9	-0.6[fluorescence artefact?]	-1.8	-3.1	-9.3
COCCCn1nnnc1SCC(=O)Nc1nc(C)c(C)s1	0.9	-1.9	7.6	11.0	4.1	-5.5	-10.1	0.0	1.5
O=C(CSc1nnc(C2COc3ccccc3O2)o1)N1CCOCC1 (stereo not drawn)	2.4	15.4	23.4	1.7	2.9	-0.3	-25.2	0.7	12.6
Cc1cc(C)c(-c2csc(NC(=O)C3=NN(c4ccccc4)C(=O)CC3)n2)c(C)c1	1.3	4.2	9.2	-8.7	-4.4	-5.1	-10.1	-0.8	-13.6[fluorescence artefact?]
Cc1ccccc1CN(c1ccc(C(=O)N/N=C/c2ccc(OCC(N)=O)cc2)cc1)S(C)(=O)=O	-2.0	-2.7	1.4	nt	nt	2.0	nt	5.8	-6.5
NS(=O)(=O)c1ccc(NC(=S)NCc2ccccc2)cc1	-5.5	-8.2	0.9	-13.8	-2.5	-30.3[fluorescence artefact?]	2.9	3.9	-2.9
Cc1ncc(CN2CCN(C3CCCC3)C(CCO)C2)s1 (stereo not drawn)	5.7	-1.2	9.8	3.4	-7.0	-3.4	1.4	-3.0	-16.5
CCC(C)NC(C(=O)Nc1ccc(Cl)c([N+](=O)[O-])c1)c1ccccc1 (stereo not drawn)	-5.7	-10.6	0.1	-7.5	6.4	0.4	-7.9	4.6	17.1
Cc1cc(C)c(NC2=CC(=O)CC(C)(C)C2)c(C#N)c1	0.8	1.7	5.4	-1.2	-3.5	-3.9[fluorescence artefact?]	nt	0.4	34.5[fluorescence artefact?]
NC(=O)c1ccc(SCC(=O)NC2CCCCC2)c([N+](=O)[O-])c1	3.8	-2.7	2.2	-3.1	7.4	2.8	-5.1	1.0	-18.9
CCCSc1nc(=O)n2cc(C)ccc2n1	2.8	5.0	15.8	-5.6	9.3	nt	-11.0	1.4	nt
COc1ccc(NC(=O)CNC(=O)c2cccs2)cc1Cl	4.7	-4.1	5.7	-4.6	-3.5	-1.9	-6.9	-1.1	8.3
CCOC(=O)COc1nc(N(C)C)nc(N(C)C)n1	-0.7	-5.6	5.6	-27.9	-6.8	9.3	-12.4	5.0	-3.1
COc1ccc(S(=O)(=O)N2CCCN(CC(=O)Nc3cc(NC(C)=O)ccc3OC)CC2)cc1	-8.2	1.9	13.0	7.3	-7.2	9.1	-1.0	0.6	-1.6
COc1ccc(-n2cc(C(=O)c3cc(Cl)ccc3O)cc(C#N)c2=O)cc1	-2.5	6.7	9.8	-12.8	-40.5	-1.2	-7.2	0.7	-11.7
CCCn1nnnc1NC(=O)COc1ccc(CC)cc1	3.4	3.6	-0.4	-15.5	8.9	-2.3	-4.1	2.9	-10.6
Cc1nc2nc[nH]n2c(=O)c1NC(=O)c1c(-c2ccccc2Cl)noc1C	0.3	14.7	20.7	35.0	7.7	4.2	-30.0	-0.4	4.5
O=C(Cn1cc(-c2nnnn2-c2ccc(Cl)cc2)c(=O)c2ccccc21)c1ccccc1	5.0	-4.0	17.4	0.7	-2.6	-3.6	0.3	-1.0	-4.9
CCCCCCc1cc2cc(C(N)=O)c(=N)oc2cc1O	3.3	-12.3	-20.5	-372.5	-163.8	-4.9[fluorescence artefact?]	-20.7	-0.8	14.9[fluorescence artefact?]
C[N+](C)(C)CCOP(=O)(O)OP(=O)([O-])OC[C@H]1O[C@@H](n2ccc(N)nc2=O)[C@H](O)[C@@H]1O	1.0	12.7	3.5	-6.4	-5.9	7.3	nt	5.4	0.7
CC(=O)c1c(C)nc(Nc2nc3ccccc3s2)nc1C	-3.0	-3.0	12.3	-0.7	6.9	-1.1	-21.2	4.8	2.9
CCOc1ccccc1N1CCN(C(=S)NCc2ccco2)CC1	0.8	4.5	7.0	-3.5	0.8	2.1[fluorescence artefact?]	-7.9	-1.2	-5.1[fluorescence artefact?]
C/C(N)=C(/C#N)C(=O)COC(=O)CNS(=O)(=O)c1ccc2ccccc2c1	2.9	4.9	3.3	9.4	-0.3	2.5	-13.4	-0.7	-5.6
CCOC(=O)C1=C(C)NC(c2cccs2)C(=O)N1 (stereo not drawn)	4.0	2.9	6.0	-10.4	2.9	18.5	8.9	-2.6	-2.2
CCN(CC)C(=O)Cn1cc(/C=C(\C#N)C(=O)N2CCN(c3ccccc3)CC2)c2ccccc21	2.0	-1.0	-0.6	3.9	2.9	-5.2	-2.4	1.3	-3.2[fluorescence artefact?]

# Exported with values under each structure: part of the list above
# Every second line gives: p97 inhibitor	FXIa inh	FXIIa inh 1536	KLK5 inh	Rad51 HR inh	eIF4E 4G PPI	Mdm2 ligase inh	Wee1 degr inh	14-3-3 Bad PPI
Cc1nc2nc[nH]n2c(=O)c1NC(=O)c1c(-c2ccccc2Cl)noc1C
  0.3	14.7	20.7	35.0	7.7	4.2	-30.0	-0.4	4.5
CCCCCCc1cc2cc(C(N)=O)c(=N)oc2cc1O
  3.3	-12.3	-20.5	-372.5	-163.8	-4.9[fluorescence artefact?]	-20.7	-0.8	14.9[fluorescence artefact?]

# Going on with the list:
SMILES	p97 inhibitor	FXIa inh	FXIIa inh 1536	KLK5 inh	Rad51 HR inh	eIF4E 4G PPI	Mdm2 ligase inh	Wee1 degr inh	14-3-3 Bad PPI
CCCNC(=O)NC(=O)COC(=O)c1ccc(S(=O)(=O)N(C)c2ccccc2OC)cc1	-5.2	5.8	9.8	5.7	14.0	2.3	3.9	4.2	1.2
NC(=O)CC(O)c1cccc(Cl)c1 (stereo not drawn)	1.7	4.4	5.3	-21.8	nt	0.2[fluorescence artefact?]	-15.2	0.0	7.9[fluorescence artefact?]
CC(C)c1nc(N2CCCC2)c(C#N)c2c1CCCC2	4.1	-4.1	5.0	-8.1	2.2	7.8	-12.0	-3.1	-2.9
O=C(NCc1ccccn1)c1cc2ccccn2n1	-3.8	-11.6	-3.6	8.4	4.7	7.6	-7.4	-1.1	4.7
COc1ccc(-c2nn(-c3ccccc3)cc2CNCCN2CCOC2=O)c(F)c1	6.1	-0.4	2.4	12.1	6.0	-1.9	-6.9	-1.1	-1.9
O=C(N/N=C/c1cccn1-c1ccccc1)c1ccncc1	4.1	-1.1	8.5	2.0	31.0	0.6	-19.1	6.0	-30.3
O=C(NCCc1csc(-c2cccnc2)n1)c1ccccc1Br	6.8	-1.2	2.2	0.9	-18.8	-2.0	-11.4	-2.4	3.6
O=C(O)CCCn1cc(NC(=O)COc2ccccc2[N+](=O)[O-])cn1	2.0	-2.0	7.3	nt	nt	0.1	-25.3	-2.1	0.8
O=C1C2CCCN2C(c2ccccc2)N1c1ccc(Cl)cc1 (stereo not drawn)	4.4	5.8	11.1	12.4	-14.0	1.8	-3.2	3.7	1.6
Cc1csc(SCC(=O)N2CCCC2)n1	5.2	-1.7	10.3	3.1	4.2	-20.0	-3.3	2.2	2.8
CCOC(=O)c1c(C)[nH]c(C)c1C(=O)COC(=O)c1cccc(C)c1O	-5.0	9.5	11.2	-7.8	4.3	4.4	-17.9	0.9	-1.2
N#CCCSCc1ccc(C(=O)O)o1	-1.6	0.4	0.4	1.1	0.8	2.5	8.8	0.4	-2.6
COc1ccc(Cl)cc1S(=O)(=O)N1CCN(C)CC1	nt	1.7	12.8	1.2	5.2	-1.9	-13.0	nt	2.1[fluorescence artefact?]
COc1cc(/C=C/C(=O)O)cc(S(=O)(=O)Nc2cccc(S(=O)(=O)N3CCOCC3)c2)c1OC	1.7	-0.7	15.1	3.7	4.1	-6.0	nt	0.1	-1.1
CCC(C(=O)NCCCc1ccccc1)c1ccccc1 (stereo not drawn)	0.4	-4.3	9.2	-1.7	nt	2.2	-0.2	-0.3	-14.1[fluorescence artefact?]
O=C(COC(=O)COc1ccc(Cl)cc1)NC1CCCCC1	-0.1	7.5	19.4	-21.3	2.7	-5.5	6.9	4.3	0.9
COc1ccc(-c2noc(CCC(=O)Nc3cc(Cl)c(OC)cc3OC)n2)cc1	-2.1	-4.2	-2.9	-25.4	-9.4	-10.6	-4.5	1.1	0.7
NNC(=O)c1sc(-c2ccc(Cl)cc2)cc1N	0.2	-7.1	5.2	-1.6	-6.0	-4.6	-0.9	3.2	-11.3
CCCOC(=S)N/C(=N\S(=O)(=O)c1ccccc1)c1ccccc1	4.8	12.2	14.0	-20.2	5.2	5.4	-9.6	0.4	22.6[fluorescence artefact?]

# Random draw from the library. About 3.5% of those tested had a hit in this group.
